CHRM4 antagonist = blocks acetylcholine activation of human M4 receptor | P08173 | CHO-hM4 cells, ACh EC80, Fluo-8 calcium fluorescence | hit rate 0.73% among 360,000 | AID 624125 | inhibition, % at 3 µM;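 active means inhibition above its plate's cutoff, the mean inhibition of sample wells plus 3 SD, cut at about 27% in these data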;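 further: 0% = acetylcholine EC80 with DMSO and 100% = DMSO without agonist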
Target sequence (P08173 whole entry, looked up): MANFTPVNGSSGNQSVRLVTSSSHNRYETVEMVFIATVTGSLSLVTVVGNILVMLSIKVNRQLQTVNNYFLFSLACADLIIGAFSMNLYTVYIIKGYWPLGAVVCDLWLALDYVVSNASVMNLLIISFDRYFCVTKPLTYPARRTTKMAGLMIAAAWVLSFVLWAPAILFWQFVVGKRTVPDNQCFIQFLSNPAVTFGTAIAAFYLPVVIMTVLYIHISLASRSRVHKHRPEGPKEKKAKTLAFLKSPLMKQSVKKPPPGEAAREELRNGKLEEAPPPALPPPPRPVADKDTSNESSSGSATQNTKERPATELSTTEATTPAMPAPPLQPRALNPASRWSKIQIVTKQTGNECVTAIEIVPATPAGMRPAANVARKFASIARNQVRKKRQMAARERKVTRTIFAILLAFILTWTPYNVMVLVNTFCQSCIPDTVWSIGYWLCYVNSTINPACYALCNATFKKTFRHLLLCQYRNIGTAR
M4 ag = CHRM4 agonism in calcium assay | CHO-K1 hM4/Gqi5, Fluo-8 calcium fluorescence; vehicle 0%, full acetylcholine response 100% | activation, % at 3 µM | hit rate 0.14% among 360,000 | P08173 | AID 624127;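 active means activation above the run mean over all test wells plus 3 SD, cut at about 32% in these data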;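 further: peak over basal fluorescence ratio per well then scaled between controls; 0% = DMSO wells and 100% = acetylcholine at EC100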
CHRM5 agonist = CHRM5 agonism in calcium assay; CHO-K1 hM5 cells, Fluo-8 calcium fluorescence; 0% DMSO wells, 100% maximal acetylcholine response; activation, % at 3 µM; hit rate 0.19% among 360,000; AID 624037;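 active means activation above the run's mean over test compounds plus 3 SD, cut at about 23% in these data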;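 further: signal is peak over basal fluorescence ratio across the kinetic read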
Target sequence (P08912 whole entry, looked up): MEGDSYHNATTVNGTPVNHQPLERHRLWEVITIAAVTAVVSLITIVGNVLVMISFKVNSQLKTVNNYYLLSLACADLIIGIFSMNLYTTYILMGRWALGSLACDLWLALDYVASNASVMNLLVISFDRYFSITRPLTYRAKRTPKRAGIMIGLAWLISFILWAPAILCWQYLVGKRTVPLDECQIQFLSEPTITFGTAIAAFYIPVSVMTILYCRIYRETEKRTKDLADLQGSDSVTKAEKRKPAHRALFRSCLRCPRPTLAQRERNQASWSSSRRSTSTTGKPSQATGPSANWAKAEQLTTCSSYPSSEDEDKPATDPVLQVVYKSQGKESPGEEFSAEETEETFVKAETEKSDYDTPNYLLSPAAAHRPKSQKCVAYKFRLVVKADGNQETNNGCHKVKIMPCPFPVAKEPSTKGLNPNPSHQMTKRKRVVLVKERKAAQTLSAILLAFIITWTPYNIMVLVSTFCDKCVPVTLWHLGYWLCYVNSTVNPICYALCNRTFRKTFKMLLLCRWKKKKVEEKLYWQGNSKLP
CHRM1 PAM = positive allosteric modulators of human M1 muscarinic receptor | P11229 | CHO-K1 hM1, Fluo-8 calcium fluorescence, ACh EC20; 0% = ACh EC20, 100% = maximal ACh | activation, % at 3 µM | hit rate 0.088% among 360,000 | AID 588819; in the data active means activation above about 19%, passing the limit was not always enough
M5 antag = antagonists of human muscarinic M5 receptor (CHRM5) | P08912 | inhibition, % at 3 µM | hit rate 0.59% among 360,000 | CHO-hM5 cells, Fluo-8 calcium fluorescence, ACh EC80;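 active means inhibition above a per-plate cutoff, the mean of that plate's test compounds plus 3 SD, cut at about 27% in these data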;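 further: 0% = acetylcholine EC80 with DMSO and 100% = DMSO without agonist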
CRFBP-R2 agonist = agonists of human CRF-binding protein/CRF-R2 receptor complex. HEK293 CRF-R2/CRF-BP, calcium dye fluorescence (FLIPR); percent of saturating CRF peptide response. activation, % at 13.2 µM. hit rate 0.46% among 350,000;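 active means activation of at least 50%, plus an integration ratio under a set limit after plate pattern correction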;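 further: plate controls were neutral control wells without compound for no effect and CRF at EC100 for full effect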
M4 PAM = positive allosteric modulators of human muscarinic M4 receptor. P08173. CHO-K1 hM4/Gqi5, Fluo-8 calcium fluorescence, ACh EC20; 0% = ACh EC20, 100% = maximal ACh. activation, % at 3 µM. hit rate 0.4% among 360,000. AID 624126;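 active means activation above its plate's cutoff, the mean activation of sample wells plus 3 SD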; further: some results filed as inactive read as strong as hits
CRFBP-R2 block = antagonists of CRF-binding protein/CRF-R2 receptor complex. hit rate 0.59% among 350,000. HEK293 CRF-R2/CRF-BP, CRF-induced calcium fluorescence. inhibition, % at 11.8 µM. AID 588475;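 active means inhibition of the ligand-induced calcium signal above about 50% at the single tested concentration, limit read from the data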
CHRM5 PAM = CHRM5 positive allosteric modulation; hit rate 0.3% among 360,000; CHO-K1 hM5, Fluo-8 calcium, ACh EC20 PAM; 0% = ACh EC20, 100% = ACh EC100; AID 624038; P08912; activation, % at 3 µM;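 active means activation above the run cutoff, the mean activation of all test compounds plus 3 SD, cut at about 18% in these data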
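System – CHO-K1 hM5 cells · Compound – 3 µM, single dose · Incubation – compound preincubation 140 s before EC20 acetylcholine addition · Technique – Fluo-8 calcium fluorescence · Measure – Max/basal fluorescence ratio as % of EC20–EC100 ACh window · Benchmarks – low control EC20 acetylcholine (0%), high control EC100 acetylcholine (100%) · Replication – singlicate, one well per test compound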
* marks the source's active call; other numbers are inactive results; x = not tested or not shown. An excerpt; rates above refer to the full screens.

canonical_smiles,CHRM4 antagonist,M4 ag,CHRM5 agonist,CHRM1 PAM,M5 antag,CRFBP-R2 agonist,M4 PAM,CRFBP-R2 block,CHRM5 PAM
CN1CCc2nc3sc(C(=O)NC(C)(C)C)c(N)c3cc2C1,-6,0,3,8,-1,7.0,3,4,0
O=C(c1cccn2c(=O)c3cc(Br)ccc3nc12)N1CCC2(CC1)OCCO2,6,0,0,6,1,-1.0,-2,-6,2
CC(=O)c1cccc(OCC(O)CN2CC=C(c3ccccc3)CC2)c1 (stereo not given),-2,1,-5,-6,8,0.6,-6,-10,-2
CCCCCCCC(=O)NC(Oc1ccccc1[N+](=O)[O-])C(Cl)(Cl)Cl (stereo not given),-4,5,4,-3,7,0.7,-4,-7,-13
CC1([N+](=O)[O-])COP(=O)(Nc2ccccc2F)OC1 (stereo not given),5,0,0,3,9,1.4,-1,6,2
N=C(N)c1c(O)n(C2CCCCC2)c(=O)n(C2CCCCC2)c1=O,-2,2,5,5,10,1.3,9,-15,2
COc1ccc2c(c1)C13CCN(C)C(C2)C1CCC1(C3)OCCO1 (stereo not given),3,0,2,6,9,-2.0,-2,1,-10
NC(Cc1ccc(Cl)cc1)c1csc(Nc2cnccn2)n1 (stereo not given),-12,14,6,0,-6,x,2,x,-3

One compound at a time, as listed above. Order of values: CHRM4 antagonist	M4 ag	CHRM5 agonist	CHRM1 PAM	M5 antag	CRFBP-R2 agonist	M4 PAM	CRFBP-R2 block	CHRM5 PAM
COc1ccc2c(c1)C13CCN(C)C(C2)C1CCC1(C3)OCCO1 (stereo not given) is listed as 3	0	2	6	9	-2.0	-2	1	-10
NC(Cc1ccc(Cl)cc1)c1csc(Nc2cnccn2)n1 (stereo not given) is listed as -12	14	6	0	-6	x	2	x	-3
N=C(N)c1c(O)n(C2CCCCC2)c(=O)n(C2CCCCC2)c1=O is listed as -2	2	5	5	10	1.3	9	-15	2

(further entries)
canonical_smiles,CHRM4 antagonist,M4 ag,CHRM5 agonist,CHRM1 PAM,M5 antag,CRFBP-R2 agonist,M4 PAM,CRFBP-R2 block,CHRM5 PAM
CC(C)(C)C(=O)C(Oc1ccc(Cl)cc1)n1cncn1 (stereo not given),4,0,-6,13,12,-1.6,0,7,-8
CC(C)(C)C(=O)N1Cc2cc(N3CCCCC3)ccc2-n2nncc2C1,-3,2,1,13,2,x,-2,x,-1
CN(C)c1ccc(/C=C2/C(=N\O)C3CCN2CC3)cc1,-4,1,-17,10,-4,-1.5,-1,2,2
O=c1[nH]c(=O)n(-c2cccc(Cl)c2)c(O)c1C=NCCN1CCCCC1,-6,0,-2,-6,5,-1.0,8,9,2
NN=C(N)N,-5,0,0,1,-2,-0.7,1,24,0
COc1ccc(/C=C2/C(=O)NC(=O)N(c3ccccc3)C2=O)cc1CN1C(=O)c2ccccc2C1=O,4,2,-1,6,-9,-0.6,22,-14,14
CN(C)c1ccccc1,2,1,2,1,1,-0.6,0,-1,0
Cn1c(O)c(C=Nc2ccccc2Sc2ccccc2)c(=O)n(C)c1=O,-5,0,-2,11,3,-5.5,8,-34,0
COc1ccc2c(c1O)C13CCN(C)C(C2)C1CCC(=O)C3 (stereo not given),-5,0,-2,8,8,1.9,4,-8,-1
COc1ccc(-n2nnnc2C(CCSC)N2CCC3(CC2)C(=O)NCN3c2ccccc2)cc1 (stereo not given),3,19,21,-1,5,x,-12,x,-12
CC1CCN(C(=O)C(C)Cl)CC1 (stereo not given),0,0,-2,0,-3,-1.2,1,17,3
Cc1ccc2nc3c(cc2c1)CC1(C(=O)N(C)C(=O)N(C)C1=O)C1COCCN31 (stereo not given),-13,0,-2,9,-1,4.7,11,2,3
CCCC(C)C1(CC)C(=O)NC(=Nc2ccc(F)cc2)NC1=O (stereo not given),-6,2,2,1,12,19,-1,14,-2
COc1ccc(CCNC(C)CCc2ccc(OC)cc2)cc1 (stereo not given),12,4,-3,-18,9,-1.8,-16,-9,-5
COc1ccc(C(O)c2ccccc2OP(=O)(N(C)C)N(C)C)cc1 (stereo not given),-7,0,-1,0,6,-1.2,4,-3,-5
O=C1/C(=C\c2ccc(Cl)cc2Cl)N2CCC1CC2,-9,0,2,-1,7,-0.2,-2,-1,1
O=C(c1ccc2c(c1)ncn2-c1ccc(F)cc1F)N1CCC2(CC1)OCCO2,-2,1,-1,10,-3,-1.6,6,13,-2
CN1CCc2c([nH]c3ccccc23)C1,4,0,-5,-8,10,1.7,-3,7,-2
NC(Cc1ccc(O)cc1)C(=O)NN=Cc1ccc(N(CCCl)CCCl)cc1 (stereo not given),-7,2,-2,9,1,1.3,3,60*,4
O=c1[nH]c(O)c(N=Nc2ccc(S(=O)(=O)N3CCOCC3)cc2)c(=O)[nH]1,5,0,1,12,-4,0.4,-4,-2,-3
O=S(=O)(c1ccc(Cl)cc1)N1Cc2ccccc2-n2nncc2C1,-13,5,4,15,2,0.1,2,8,-6
N#Cc1ccccc1Cn1cc(C(=O)c2ccco2)c2ccccc21,-5,0,-7,7,-9,-1.1,1,7,2
CCCC1(CCC)C(=O)NC(=Nc2ccccc2)NC1=O,-15,1,2,22,3,-0.4,11,-6,-2
O=C(CCC(=O)N1CCOc2ccc(Cl)cc21)N1CCC2(CC1)OCCO2,6,0,-3,2,10,-0.2,8,5,-1
O=C1NC(=O)C(=Cc2ccc(-c3ccc(S(=O)(=O)N4CCOCC4)cc3)o2)C(=O)N1,-4,3,1,6,13,-0.6,13,-7,2
O=C(COc1ccc(Br)cc1)N1CCN(Cc2c[nH]c3ccccc23)CC1,16,16,3,16,2,1.9,16,-15,4
CCOc1cc(CNCCc2c[nH]c3ccccc23)cc(Cl)c1OC,4,19,8,-3,17,4.8,-14,-1,-9
CC(C)(C)N(NC(=O)c1ccccc1)C(=O)c1ccccc1,1,0,-1,8,-3,-2.6,5,4,0
CN(C)c1ccc(/C=C2\CC3C4CC=C5CC(O)CCC5(C)C4CCC3(C)C2=O)cc1 (stereo not given),3,1,0,3,6,2.9,-6,-32,1
C1CC2NCCC3NCCC(N1)N32 (stereo not given),-7,1,-4,7,-4,-1.1,7,-7,4
c1ccc(C2CC2)c(OCC2=NCCN2)c1,-15,0,-2,-10,13,-0.6,-4,10,-14
Cc1cc(C(=O)Nc2ccc3c(c2)OCCO3)nn1C(C)(C)C,-1,2,1,10,2,-1.1,4,82*,7
CC12CC(=O)C3C(CCC4CC=CCC43C)C1CCC2=O (stereo not given),-3,0,5,0,12,-3.1,2,0,-4
CN1c2ccc([N+](=O)[O-])cc2CC2(C(=O)NC(=O)N(c3ccc(Br)cc3)C2=O)C1c1ccccc1 (stereo not given),6,0,-1,1,-8,-4.5,-3,22,0
CC(=O)c1cccc(OCC(=O)N2CCN(CC(=O)Nc3cccc(F)c3)CC2)c1,-15,3,-4,-2,1,-1.3,9,8,-6
O=c1[nH]c(O)c(N=Nc2ccc3c(c2)OCCO3)c(=O)[nH]1,-1,1,-4,10,-5,1.5,6,-8,0
C=CCC1(Cc2ccsc2)C(=O)NC(=O)NC1=O,0,0,-3,5,12,-5.4,4,2,-1
CC(=O)CC(=O)C1C(=O)N(C)C(=O)N(C)C1=O,-1,2,-1,9,9,-0.1,2,8,8
CCOP(=O)(NC(C)C)Oc1ccc(SC)c(C)c1 (stereo not given),-7,0,0,15,15,0.7,10,-3,1
CC12CCC(O)CC1CCC1C2CCC2(C)C(C(=O)CC(O)C(F)(F)F)CCC12 (stereo not given),-20,6,-4,1,1,0.6,6,5,0
NC(=O)C1CCN(/C=C2\C(=O)NC(=O)N(Cc3ccco3)C2=O)CC1,4,0,1,-1,-3,-0.9,4,15,2
O=C1NC(=O)C(Cc2ccccc2)(Cc2ccccc2)C(=O)N1,-3,2,2,1,3,-1.1,1,7,-3
CCc1cc(=O)oc2cc(C)cc(OCC(=O)N3CCC(C(=O)O)(c4ccccc4)CC3)c12,-13,1,1,5,6,-2.0,6,12,0
O=C(c1cn(Cc2ccccc2)c2ccccc12)C1CC1,-11,-2,-11,7,2,-0.7,2,14,6
Cc1nc2ccccc2c(=O)n1-c1ccc(F)cc1F,0,6,7,-1,-1,-0.1,-3,-4,4
O=C1OCCN1P(=O)(c1ccccc1)c1ccccc1,9,0,-6,5,-8,-1.7,-1,-21,-6
COc1c(/C=C2/C(=O)NC(=O)N(C)C2=O)c(CCN(C)C(=O)c2ccccc2)cc2c1OCO2,-3,2,1,5,0,-2.1,3,-12,2
O=C1C(c2ccccc2)=C(N2CC2)c2ccccc21,-2,-2,-7,-6,6,-0.2,4,9,0
CCOc1c(Cl)cc(CNCCc2c[nH]c3ccccc23)cc1OC,13,13,1,2,9,4.1,-19,-20,-3
CC(=O)N1CC(=O)Nc2ccc(C)cc2C1c1ccccc1 (stereo not given),-4,0,-4,12,6,1.6,-2,3,3
CNC(C(=O)c1ccccc1)C(OC)c1ccc(C)cc1 (stereo not given),2,1,1,1,0,2.6,-1,-2,0
C(#CCN1CCOCC1)COC/C=C/c1ccccc1,1,3,1,8,6,-1.1,1,-5,-8
O=C(CN1C(=O)COc2ccccc21)N1CCC2(CC1)OCCO2,1,1,-3,2,9,3.6,0,10,-6
Nc1c([N+](=O)[O-])cc(F)c(N2CCNCC2)c1Br,-9,2,-5,5,-2,0.6,7,9,-2
COc1ccccc1CCNCc1cc2c(cc1[N+](=O)[O-])OCO2,-11,2,-1,13,8,0.4,3,-39,-5
Cc1cc(OCC(=O)NCc2cccnc2)c2c3c(c(=O)oc2c1)CCCC3,4,0,-5,9,21,0.6,0,-4,-3

Later entries:
canonical_smiles,CHRM4 antagonist,M4 ag,CHRM5 agonist,CHRM1 PAM,M5 antag,CRFBP-R2 agonist,M4 PAM,CRFBP-R2 block,CHRM5 PAM
Cc1ccc(CC(=O)N2CCN(C)CC2)cc1,4,1,-1,2,2,-0.9,-4,8,-2
CCOP(=O)(OCC)C(NC(=O)c1ccccc1)C(Cl)(Cl)Cl (stereo not given),16,0,0,4,5,-0.4,-11,-4,-4
CC1CCN(CCc2nc3ccccc3[nH]2)CC1,-6,2,-4,10,11,9.0,6,-12,-4
S=C1CN=C(c2ccccc2Cl)c2cc(Cl)ccc2N1,-4,0,-7,7,1,0.8,4,-6,3
COc1ccccc1CN1CCNCC1,-5,0,-1,0,11,-0.1,1,10,-5
O=C(c1ccccc1F)N1CCC2(CC1)OCCO2,-20,1,-3,10,-6,1.7,7,-8,1
CCCCCCOc1ccc(CN2CCN(CCO)CC2)cc1,15,5,-5,-19,3,0.6,-10,-27,-1
O=c1[nH]c(=O)n(Cc2ccccc2Cl)c(O)c1/C=C1/C=CC=N1,-9,4,2,-5,6,6.3,5,-61,-9
CCCCOC(=O)COc1cc(C)cc2oc(=O)c3c(c12)CCC3,2,0,0,6,-1,0.0,-4,-18,-1
O=C(COc1ccc(Cl)cc1)N1CCN(Cc2ccccc2)CC1,0,3,1,2,1,-0.1,9,-7,5
CCCNC(=O)N1[C@H]2CC[C@@H]1C(C(=O)OC)=C(c1ccc(OC(F)(F)F)cc1)C2,-8,5,1,9,13,-0.1,6,-2,-2
O=c1[nH]c(=O)n(C2CCCCC2)c(O)c1C=NCCCn1ccnc1,4,0,-3,0,-2,-0.2,-3,-6,-6

Bioassay records: PubChem, several laboratories
